Bioassay records deposited in PubChem by several laboratories.
CSN inh: inhibitors of human CSN-mediated cullin deneddylation | Purified CSN, SCF-Nedd8-OG deneddylation, fluorescence polarization | inhibition, % at 12.5 µM | actives 0.38% (n = 360,000) | AID 651999;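 active means pattern-corrected inhibition above about 35%, with an unprinted fluorescence ratio check between 0.5 and 1.5, limit read from the data, passing the limit was not always enough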;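 further: 0% = enzyme with substrate and 100% = substrate without enzyme; some results filed as inactive read as strong as hits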
Target sequence (Q92905 whole entry, looked up, one chain of several): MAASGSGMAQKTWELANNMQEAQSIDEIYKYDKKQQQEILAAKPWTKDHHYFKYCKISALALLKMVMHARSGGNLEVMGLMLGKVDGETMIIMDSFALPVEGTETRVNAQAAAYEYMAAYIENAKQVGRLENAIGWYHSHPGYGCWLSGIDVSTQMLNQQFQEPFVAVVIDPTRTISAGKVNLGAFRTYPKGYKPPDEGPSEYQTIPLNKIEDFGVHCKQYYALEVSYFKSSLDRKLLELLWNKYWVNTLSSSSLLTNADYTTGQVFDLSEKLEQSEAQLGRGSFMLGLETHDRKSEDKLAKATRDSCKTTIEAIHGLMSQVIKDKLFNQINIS
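Assay system: purified human Csn5 enzyme expressed in HEK293T cells; Input: 0.24 nM Csn5 enzyme, final concentration; Reagent: 10 nM SCFSkp2-Nedd8OG; Compound dosing: 12.5 µM single point; Times: reaction 90 min, room temperature; Technique: fluorescence polarization readout.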
MsrA inh: bovine MsrA inhibition; inhibition, % at 15.5 µM; AID 651718; purified bovine MsrA, absorbance read-out; actives 0.75% (n = 360,000); in the data active means inhibition above about 4.5%;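 further: 0% = vehicle wells with enzyme and 100% = reference inhibitor wells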
Neddyl block: blocks human cullin neddylation. AID 651699. TR-FRET cullin neddylation, biochemical. calls only at 25 µM. actives 0.58% (n = 360,000); in the data active means inhibition above about 36%
eLon inh: inhibitors of E. coli Lon protease; P0A9M0; purified E. coli Lon protease, fluorescence polarization; inhibition, % at 7.94 µM; actives 0.42% (n = 360,000); in the data active means inhibition above about 13%, passing the limit was not always enough;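 further: 0% = enzyme with probe and DMSO and 100% = no enzyme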
PABP1 MLLE inh: blocks PAM2 peptide binding to the PABP1 MLLE domain. P11940. GST-MLLE / FITC-PAM2 fluorescence polarization. inhibition, % at 20 µM. actives 0.36% (n = 360,000); in the data active means inhibition above about 35%, passing the limit was not always enough;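 further: plate controls were DMSO wells with GST-MLLE for no effect and wells lacking GST-MLLE protein for full effect; some results filed as inactive read as strong as hits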
Target sequence (P11940 whole entry, looked up, the tested form may be a part): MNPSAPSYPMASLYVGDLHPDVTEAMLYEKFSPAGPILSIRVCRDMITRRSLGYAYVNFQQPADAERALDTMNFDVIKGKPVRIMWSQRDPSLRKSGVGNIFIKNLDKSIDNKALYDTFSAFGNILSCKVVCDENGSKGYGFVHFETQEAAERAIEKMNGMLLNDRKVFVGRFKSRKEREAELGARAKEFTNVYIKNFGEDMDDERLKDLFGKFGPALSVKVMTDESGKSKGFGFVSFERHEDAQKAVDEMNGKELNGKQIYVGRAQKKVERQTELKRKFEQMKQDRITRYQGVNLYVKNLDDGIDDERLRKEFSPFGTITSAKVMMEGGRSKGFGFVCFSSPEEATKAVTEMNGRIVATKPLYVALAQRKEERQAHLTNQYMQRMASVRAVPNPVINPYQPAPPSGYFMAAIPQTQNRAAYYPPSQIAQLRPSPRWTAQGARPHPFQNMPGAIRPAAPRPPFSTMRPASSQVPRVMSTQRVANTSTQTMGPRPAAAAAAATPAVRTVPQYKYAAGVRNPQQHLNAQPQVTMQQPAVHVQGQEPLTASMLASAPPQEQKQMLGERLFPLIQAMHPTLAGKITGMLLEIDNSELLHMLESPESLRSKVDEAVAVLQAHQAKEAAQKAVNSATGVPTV
Rin1 Abl inh: blocks binding of human Rin1 to Abl; P00519+Q13671; TR-FRET Rin1/Abl binding, biochemical; inhibition, % at 7.35 µM; actives 0.4% (n = 360,000); AID 588664; in the data active means inhibition above about 5%, passing the limit was not always enough
FAS TE block: blocks the thioesterase domain of human fatty acid synthase; recombinant FAS-TE, OMFH fluorogenic substrate, fluorescence endpoint; actives 0.67% (n = 360,000); inhibition, % at 15 µM;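 active means compounds whose normalised, plate-corrected inhibition of enzyme fluorescence in the single-dose primary screen is 50% or more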;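 further: 0% = DMSO with enzyme and 100% = substrate without enzyme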
TbMetRS inhib: blocks T. brucei methionyl-tRNA synthetase activity | inhibition, % at 11.9 µM | purified T. brucei MetRS, ATP depletion, Kinase-Glo luminescence | actives 0.4% (n = 360,000) | AID 624268;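 active means inhibition above a per-plate cutoff of the control wells' mean inhibition plus 3 SD, cut at about 5.5% in these data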;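 further: 0% = DMSO wells median and 100% = median of wells with control inhibitor compound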
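assay system = parasite MetRS enzyme | timing = 15 min preincubation, 2 h reaction, all 25 °C | evaluation = percent inhibition relative to median high and low control wells | medium = HEPES buffer containing pyrophosphatase, BSA, spermine, DTT | compound = single dose, 11.9 µM final nominal, 0.9% final DMSO | detection = Kinase-Glo luminescence, ATP depletion format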
bovine MsrA act: bovine methionine sulfoxide reductase A activation; activation, % at 10.6 µM; actives 0.3% (n = 360,000); purified bovine MsrA, absorbance read-out; in the data active means activation above about 7.5%;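 further: 0% = vehicle and 100% = reference activator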
* = called active by the depositor; i = inactive; · = no result given; + = active, no number.

SMILES | CSN inh | MsrA inh | Neddyl block | eLon inh | PABP1 MLLE inh | Rin1 Abl inh | FAS TE block | TbMetRS inhib | bovine MsrA act
c1cnc(NCCSSCCNc2ncccn2)nc1 | -3 | 0.3 | i | -5 | 4 | -4 | -6 | -0.4 | -6
C=C(C)c1cccc(C(C)(C)NC(=O)Nc2ccc(C)cn2)c1 | -1 | 0.5 | i | 0 | -1 | 1 | 13 | -0.3 | 3
N#CCc1c(C#N)c(N)nc(N2CCCC2)c1C#N | 7 | 2.0 | i | -13 | -8 | -1 | -11 | -0.4 | -4
Cc1ccc(-n2cc(CN3CCN(Cc4nccn4C)CC3)c(-c3ccc(F)cc3)n2)cc1 | -2 | -0.1 | i | 3 | -6 | 0 | 3 | -0.8 | -4
Cc1ccccc1CSCc1ccc(C(=O)NCCCN2CCOCC2)o1 | 0 | 1.0 | i | -6 | 10 | 0 | -6 | -0.4 | -4
CCN(CC)S(=O)(=O)c1ccc(C(=O)OCCNC(=O)c2cccnc2)cc1 | 2 | -0.7 | i | -10 | 7 | 1 | -5 | 0.1 | 0
CCC(C)c1c(O)nc(SCC(=O)N2CCCCC2)[nH]c1=O (stereo not drawn) | 0 | 0.4 | i | 10 | 10 | 1 | -6 | -0.1 | 1
COc1ccc(-c2cc3ncc(-c4ccccc4)c(N)n3n2)cc1 | 7 | 1.4 | i | 10 | -18 | 1 | 15 | -0.7 | -1
CCCCN(C(=O)Cc1ccc2c(c1)OCCO2)c1c(N)n(CC(C)C)c(=O)[nH]c1=O | -5 | 0.3 | i | -7 | 15 | 4 | -2 | -0.2 | 0
COc1cccc(C(=O)Nc2nc(-c3ccccc3)c(-c3ccccc3)o2)c1 | 7 | 2.6 | i | 3 | -12 | 3 | 9 | -0.5 | -3
CC(NC(=O)CSc1ncccn1)c1ccc(Cl)cc1Cl (stereo not drawn) | -3 | -0.4 | i | 0 | 2 | -1 | -3 | 0.3 | -4
COc1ccc(OC)c(/C=C2\Oc3cc(OCC(=O)N4CC(O)C[C@H]4C(=O)O)ccc3C2=O)c1 (stereo partly drawn) | 4 | 4.0 | i | -6 | -30 | -2 | -2 | -1.9 | -5
Cc1cc(/C=C(\C#N)C(=O)NCc2ccco2)c(C)n1-c1cccnc1 | -6 | 2.8 | i | 1 | 5 | -6 | 0 | -0.1 | -5
O=C(CNc1ccccc1Cl)N/N=C1\CCCc2ccccc21 | -2 | -0.5 | i | 13 | -4 | 3 | -12 | -1.0 | -10
Cc1ccc(CN2CCC(CNS(=O)(=O)c3ccc(-c4ccc(=O)[nH]n4)s3)CC2)cc1 | 6 | 0.8 | i | -6 | -27 | -7 | -1 | -0.8 | -9
COc1ccc(S(=O)(=O)N(C)CC(=O)Nc2ccc(F)cc2)cc1 | 4 | 0.7 | i | 0 | -3 | 3 | 1 | 0.5 | -1
O=C1c2cccc3cccc(c23)C(=O)N1CC1CCN(S(=O)(=O)c2ccccc2)CC1 | -5 | 1.2 | i | 2 | 4 | -2 | 3 | 0.1 | -3
Cc1cc(Nc2ccc3ccccc3c2)n2ncnc2n1 | -4 | 0.7 | i | -10 | -6 | -3 | -3 | 0.5 | -3
O=C(CNC(=O)c1cc(=O)[nH]c2ccc(S(=O)(=O)N3CCOCC3)cc12)Nc1ccc(F)c(F)c1 | 2 | 0.6 | i | -16 | -17 | 3 | 0 | -0.2 | 0
CC(=O)c1ccc(NC(=O)CSc2nc(C3CC3)nc3ccccc23)cc1 | 7 | 0.9 | i | 7 | 6 | -3 | 0 | -0.2 | -1
Brc1ccc(Nc2c3c(nc4ncnn24)CCC3)cc1 | -8 | 0.4 | i | 2 | 5 | -2 | 0 | 0.7 | 0
Cc1c([N+](=O)[O-])c(N)nn1C | -1 | 1.6 | i | -1 | 15 | -1 | -4 | 3.0 | 2
COc1ccc(Nc2nc(C)cc(C)c2C(N)=O)cc1OC | -3 | 0.3 | i | 3 | 20 | -1 | -5 | -0.5 | -2
CC(=C\c1ccco1)/C=C(\C#N)C(=O)NCCc1c[nH]c2ccccc12 | 4 | 0.0 | i | -21 | -80 | 0 | 21 | 0.2 | 1
CCOc1ccc2[nH]c3nc(SCC(=O)NCC4CCCO4)nnc3c2c1 (stereo not drawn) | 4 | 0.8 | i | -2 | -23 | -4 | -9 | 0.6 | -3
Cc1ccc2c(c1)nnn2C1CCN(S(=O)(=O)c2ccc(C(=O)NC3CCCC3)cc2)CC1 | 4 | 0.3 | i | 4 | -2 | 7 | -3 | 0.8 | -1
O=C(CN1C(=O)NC(Cc2c[nH]c3ccccc23)C1=O)Nc1ccc(Br)cc1F (stereo not drawn) | -2 | -0.3 | i | 4 | -20 | 4 | 2 | -0.2 | -3
O=C(c1ccc(=O)[nH]c1)N(Cc1ccco1)C1(C(=O)NC2CCCCC2)CCCCC1 | 1 | 0.3 | i | 5 | 11 | 0 | 2 | -0.7 | -1
C=Cc1ncc(OC)c2c1[nH]c1ccccc12 | 6 | · | + | -8 | 7 | 1 | -1 | 2.1 | 0
COc1ccccc1C(=O)CC(=O)c1ccccc1 | 1 | 1.0 | i | -1 | 6 | -5 | 8 | 0.7 | -11
COc1cc(Cl)c(C)cc1NC(=O)CCNC(=O)c1ccco1 | -1 | -0.1 | i | 5 | -21 | 6 | -2 | -0.4 | -2
Cc1cc(Br)ccc1NC(=O)CNC(=O)Cn1ncc(Cl)c(Cl)c1=O | 3 | 1.7 | i | 1 | -22 | 1 | -1 | 0.1 | -2
CCC1=Nc2cc(C(=O)NCc3cccnc3)ccc2Sc2ccc(C)cc21 | -1 | 0.9 | i | -5 | -14 | 0 | 6 | 0.8 | 0
COc1ccc(CNC(=O)c2cccc3c2C(=O)N(CC2CCCO2)C3)cc1 (stereo not drawn) | 2 | 0.1 | i | 3 | -7 | 0 | -2 | 0.5 | -1
COc1ccccc1CNC(=O)C(=O)NCC1OCCN1S(=O)(=O)c1ccc2c(c1)OCCO2 (stereo not drawn) | -3 | -0.2 | i | -2 | -9 | -1 | -2 | 0.1 | -2
Cc1ccc(NC(=O)N2C3CCCC2CC(NC(=O)C(C)(C)C)C3)cc1 (stereo not drawn) | 4 | -0.9 | i | -5 | -3 | 0 | -4 | -0.6 | 4
Cn1cnc(C(=O)N2CCN(c3ccccc3)CC2)c1C(=O)N1CCN(c2ccccc2)CC1 | -3 | -0.1 | i | 5 | -110 | 3 | -10 | -0.6 | -5
CCNC(=O)N(C)c1c(CC)nc2ccc(C(=O)N3CCN(C(=O)c4ccco4)CC3)cn12 | -5 | -0.1 | i | -2 | 3 | -3 | -7 | -0.2 | -1
COc1cccc(NC(=O)CN(Cc2ccccc2)S(C)(=O)=O)c1 | -1 | 0.1 | i | -6 | -9 | -1 | -5 | -0.2 | 2
Cc1nc2nc(NC(=O)c3ccco3)[nH]n2c(=O)c1C | 0 | 0.7 | i | 0 | -7 | 0 | -5 | -0.4 | -4

Quoted at random: 2 entries already listed, in no set order.
SMILES | CSN inh | MsrA inh | Neddyl block | eLon inh | PABP1 MLLE inh | Rin1 Abl inh | FAS TE block | TbMetRS inhib | bovine MsrA act
CCC1=Nc2cc(C(=O)NCc3cccnc3)ccc2Sc2ccc(C)cc21 | -1 | 0.9 | i | -5 | -14 | 0 | 6 | 0.8 | 0
O=C(CNc1ccccc1Cl)N/N=C1\CCCc2ccccc21 | -2 | -0.5 | i | 13 | -4 | 3 | -12 | -1.0 | -10

Later entries:
SMILES | CSN inh | MsrA inh | Neddyl block | eLon inh | PABP1 MLLE inh | Rin1 Abl inh | FAS TE block | TbMetRS inhib | bovine MsrA act
Cc1ccc(NC(=O)c2cccs2)cc1S(=O)(=O)Nc1cccc(Cl)c1 | -7 | -0.2 | i | -10 | -2 | 1 | 32 | 4.2 | -14
Cn1nnnc1SCC(=O)Nc1ccc(Br)cc1Cl | -3 | 0.9 | i | -5 | -112 | 2 | -1 | -0.2 | -1
NC(=O)c1ccc(NC(=O)COC(=O)/C=C/c2ccc3c(c2)OCO3)cc1 | -3 | 0.9 | i | -5 | 11 | -3 | -2 | -0.5 | -4
N/C(=N\OC(=O)c1cccs1)c1cccc([N+](=O)[O-])c1 | 2 | 1.4 | i | -7 | -8 | -2 | 0 | -1.4 | -11
COc1cccc(-c2nc(CS(=O)(=O)CC(=O)Nc3cc(F)ccc3F)c(C)o2)c1 | 2 | -0.3 | i | -6 | -4 | 4 | 8 | -0.7 | -9
CCOc1ccc(S(=O)(=O)Nc2ccc(C(=O)N/N=C(\C)c3ccc(-n4ccnc4)cc3)cc2)cc1 | 2 | 2.2 | i | 6 | -9 | 2 | 3 | -0.8 | 3
Cc1ccc2c(COC(=O)C34CC5CC(CC(C5)C3)C4)cc(=O)oc2c1 | -18 | 1.6 | i | 1 | 14 | -3 | -3 | 0.5 | -1
CCCc1cc(=O)n2[nH]c(NC(=O)c3ccco3)nc2n1 | 1 | 1.1 | i | -1 | -1 | -1 | -5 | 0.5 | -2
C[C@H](C(=O)O)c1n[nH]c(=O)c2ccccc12 | -7 | -0.2 | i | -12 | 9 | 1 | -2 | 0.2 | -1
CC1CC(C)(C)CC2(C1)NC(=O)N(CC(=O)NCC(c1ccco1)N1CCCCC1)C2=O (stereo not drawn) | 1 | -1.2 | i | -6 | -1 | -1 | 0 | -0.2 | -2
C=CCNc1nc(-c2sc(NC(=O)CC)nc2C)cs1 | 4 | 1.6 | i | -11 | -20 | -1 | -2 | 0.1 | -1
COc1cccc(NC(=O)CN(c2ccc(C)cc2)S(=O)(=O)c2c(C)nn(C)c2C)c1 | 0 | 0.7 | i | 0 | 5 | -4 | 1 | -0.8 | -4
NC(=O)CC(NC(=O)c1ccc(Br)cc1)c1ccc(N2CCN(c3ccccn3)CC2)c([N+](=O)[O-])c1 (stereo not drawn) | -7 | 1.4 | i | 4 | -2 | 0 | -6 | -0.2 | -1
Cc1ccc(-c2csc3nnc(SCC(=O)Nc4cccc(C)n4)n23)cc1 | 0 | -0.1 | i | -5 | -18 | 0 | 2 | -0.3 | -2

Of the compounds above, 9 have a furan ring, fused or not:
SMILES | CSN inh | MsrA inh | Neddyl block | eLon inh | PABP1 MLLE inh | Rin1 Abl inh | FAS TE block | TbMetRS inhib | bovine MsrA act
Cc1ccccc1CSCc1ccc(C(=O)NCCCN2CCOCC2)o1 | 0 | 1.0 | i | -6 | 10 | 0 | -6 | -0.4 | -4
Cc1cc(/C=C(\C#N)C(=O)NCc2ccco2)c(C)n1-c1cccnc1 | -6 | 2.8 | i | 1 | 5 | -6 | 0 | -0.1 | -5
CC(=C\c1ccco1)/C=C(\C#N)C(=O)NCCc1c[nH]c2ccccc12 | 4 | 0.0 | i | -21 | -80 | 0 | 21 | 0.2 | 1
O=C(c1ccc(=O)[nH]c1)N(Cc1ccco1)C1(C(=O)NC2CCCCC2)CCCCC1 | 1 | 0.3 | i | 5 | 11 | 0 | 2 | -0.7 | -1
COc1cc(Cl)c(C)cc1NC(=O)CCNC(=O)c1ccco1 | -1 | -0.1 | i | 5 | -21 | 6 | -2 | -0.4 | -2
CCNC(=O)N(C)c1c(CC)nc2ccc(C(=O)N3CCN(C(=O)c4ccco4)CC3)cn12 | -5 | -0.1 | i | -2 | 3 | -3 | -7 | -0.2 | -1
Cc1nc2nc(NC(=O)c3ccco3)[nH]n2c(=O)c1C | 0 | 0.7 | i | 0 | -7 | 0 | -5 | -0.4 | -4
CCCc1cc(=O)n2[nH]c(NC(=O)c3ccco3)nc2n1 | 1 | 1.1 | i | -1 | -1 | -1 | -5 | 0.5 | -2
CC1CC(C)(C)CC2(C1)NC(=O)N(CC(=O)NCC(c1ccco1)N1CCCCC1)C2=O (stereo not drawn) | 1 | -1.2 | i | -6 | -1 | -1 | 0 | -0.2 | -2
